GPR7 antagonist: human neuropeptides B/W receptor 1 antagonism. 1.1% of 290,000 active. P48145. inhibition, % at 4.4 µM. GPR7-expressing cells, fluorescence antagonist assay. AID 1861; in the data active = inhibition above about 16%, passing the limit was not always enough;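 note: cells stimulated with the agonist NPW; 0% = agonist with vehicle and 100% = vehicle without agonist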
Target sequence (P48145 whole entry, looked up): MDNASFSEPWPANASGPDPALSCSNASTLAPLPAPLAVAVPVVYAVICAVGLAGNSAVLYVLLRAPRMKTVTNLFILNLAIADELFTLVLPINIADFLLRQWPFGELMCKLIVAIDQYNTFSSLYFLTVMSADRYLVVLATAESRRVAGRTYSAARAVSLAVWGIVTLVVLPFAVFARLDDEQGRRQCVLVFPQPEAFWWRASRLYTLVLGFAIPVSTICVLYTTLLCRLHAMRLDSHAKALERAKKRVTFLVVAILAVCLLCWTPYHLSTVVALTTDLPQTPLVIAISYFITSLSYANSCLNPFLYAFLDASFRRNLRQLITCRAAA
IMP-1 inhibitor: blocks Pseudomonas aeruginosa IMP-1 metallo-beta-lactamase | purified IMP-1, nitrocefin hydrolysis, epi-absorbance fluorescence | inhibition, % at 5.6 µM | 0.45% of 290,000 active | AID 1556;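 active = inhibition above the mean plus 3 SD of all compounds in the same screening run, cut at about 4.5% in these data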;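 note: 0% = IMP-1 with DMSO and 100% = DMSO wells lacking enzyme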
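Assay system: purified IMP-1; Quantity: IMP-1 0.2 nM before substrate addition; Medium: HEPES buffer pH 7.1 with ZnSO4 and Brij 35; Incubation: 15 min enzyme–compound preincubation, then 25 min nitrocefin reaction, 25 °C; Signal: fluorescence quenching readout, ex 480/em 530 nm; Controls: DMSO with and without IMP-1; Repeats: singlicate testing.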
M18AAP inhibitor: blocks P. falciparum M18 aspartyl aminopeptidase; 1.2% of 290,000 active; inhibition, % at 7.35 µM; recombinant PfM18AAP, H-Glu-NHMec fluorogenic cleavage;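 active = inhibition above the campaign mean inhibition over all tested compounds plus 3 SD, cut at about 28% in these data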;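 note: 0% = plate median of test compound wells and 100% = 2 mM ZnCl2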
NALP1 yeast inh: inhibitors of NALP1 inflammasome in yeast; S. cerevisiae NALP1/ASC/caspase-1 growth, X-gal OD620, 72 h; 0.61% of 280,000 active; AID 2071; inhibition, % at 10 µM; in the data active = inhibition mostly above about 24%, no sharp cut-off; inactive = mostly below about 32%; note: some compounds called inactive have numbers as strong as hits
VIM-2 inh: blocks Pseudomonas aeruginosa VIM-2 metallo-beta-lactamase | purified VIM-2, nitrocefin hydrolysis, epi-absorbance fluorescence | inhibition, % at 5.6 µM | 0.89% of 290,000 active;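 active = inhibition above the mean of all tested compounds plus 3 SD, cutoff set per screening run, cut at about 7.5% in these data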;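 note: red hydrolysis product quenches plate fluorescence so inhibitors raise well fluorescence; 0% = enzyme with DMSO and 100% = DMSO without enzyme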
IDE act: IDE (human) activation, cell-based. P14735. HEK cells, FAbeta-B cleavage, fluorescence polarization; 0% vehicle, 100% cell-free pure enzyme wells. activation, % at 5.96 µM. 0.073% of 340,000 active;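 active = activation above the mean of all tested compounds plus 3 SD, set per screening campaign, cut at about 17% in these data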
p-CIP stab down: compounds decreasing mouse p/CIP protein stability; 0.01% of 290,000 active; F442A p/CIP-EGFP cells, EGFP fluorescence, 16 h; Q05BA5; AID 1984; decrease of EGFP signal, % at 10 µM;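 active = EGFP signal decrease of at least 30% at 10 µM or well 3 SD below plate mean, unless failing retest; inactive = the rest, including hits failing retest or dose response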; note: some compounds called inactive have numbers as strong as hits; many of its hits are not listed in these tables
IDE inh: cellular human IDE inhibition; AID 434962; P14735; inhibition, % at 5.59 µM; 0.41% of 320,000 active; HEK cells, FAbetaB cleavage, fluorescence polarization;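 active = percent inhibition above the average of all tested compounds plus 3 SD, set per screening campaign, cut at about 16% in these data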;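 note: IDE supplied by intact live HEK cells; FP after avidin binding of uncleaved biotin substrate so inhibition keeps polarization high; 0% = DMSO wells and 100% = 60 µM reference IDE inhibitor Ii1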
PHOSPHO1 inh: PHOSPHO1 (human) inhibition; Q8TCT1; recombinant PHOSPHO1, absorbance phosphatase assay; inhibition, % at 13.3 µM; 1.1% of 290,000 active; in the data active = inhibition above about 60%
Target sequence (Q8TCT1 whole entry, looked up): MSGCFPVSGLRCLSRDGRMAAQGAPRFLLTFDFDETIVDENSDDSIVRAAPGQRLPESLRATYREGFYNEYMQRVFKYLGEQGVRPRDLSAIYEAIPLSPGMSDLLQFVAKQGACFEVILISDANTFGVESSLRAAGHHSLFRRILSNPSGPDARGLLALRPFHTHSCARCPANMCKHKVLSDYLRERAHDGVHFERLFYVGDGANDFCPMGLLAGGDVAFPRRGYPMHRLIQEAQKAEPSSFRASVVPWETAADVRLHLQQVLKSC
Starred values were filed as active, the others as inactive; · = no result given.

SMILES	GPR7 antagonist	IMP-1 inhibitor	M18AAP inhibitor	NALP1 yeast inh	VIM-2 inh	IDE act	p-CIP stab down	IDE inh	PHOSPHO1 inh
COc1cccc(-c2nc(N3CCN(C)CC3)c3ccccc3n2)c1O	-12	-2.4	-1	11	10*	11	-5	-4	11
O=C(Nc1ccc(F)cc1F)N1CCN(C(=O)c2ccco2)CC1	-3	-1.6	4	-19	-2.9	6	-1	0	·
CCOc1cccc(/C=N/NC(=S)Nc2ccccc2[N+](=O)[O-])c1O	-7	-2.3	-1	9	-3.6	6	2	4	-34
Cc1nn(CC(O)CN2c3ccccc3Sc3ccccc32)c(C)c1Br (centres undefined)	1	-2.2	-2	6	-2.0	3	1	-4	14
CCCCOc1c(Cl)cc(C(=O)N(C)CC(=O)Nc2ccc(N3CCOCC3)cc2)cc1OCC	-18	-1.8	2	2	-2.1	4	-2	0	28
COc1ccc(N(CC(=O)NC(C)(C)C)C(=O)c2ccco2)cc1	-4	-3.7	1	11	-1.7	1	-8	2	6
O=C1CCC(C(=O)N2CCCC2)CN1CCc1cccc(F)c1 (centres undefined)	2	-2.6	3	-5	-3.1	2	-2	1	34
O=C(Oc1ccccc1C(=S)N1CCCCC1)c1cc([N+](=O)[O-])cc([N+](=O)[O-])c1	-6	-1.9	14	-15	1.4	2	6	0	-8
COc1ccc(-n2c3c(cc(C(=O)N4CCCCC4)c2=O)C(=O)CC(C)(C)C3)cc1	-8	-5.8	-1	·	-2.9	1	-14	0	16
COC(=O)c1ccccc1NC(=S)NC(=O)C1CCCCC1	-5	0.9	3	20	-0.4	9	2	0	-8
Cc1ccc(C(=O)Nc2c3c(nn2C(C)(C)C)CS(=O)(=O)C3)cc1[N+](=O)[O-]	8	-1.0	-1	32	-2.0	2	-8	0	10
CCOC(=O)/C=C/C(=O)OCC(=O)NCc1ccccc1	-1	-5.9	-5	31	-0.4	2	8	0	11
COc1cc(N)ccc1-c1cc2ccccc2oc1=O	-12	-0.4	0	15	2.9	0	-12	-6	4
NS(=O)(=O)c1ccc(NC(=O)CSc2nc3ccccc3[nH]2)cc1	-2	-2.5	6	-4	-7.6	-4	-1	-2	23
O=C(NCCc1ccco1)C(=O)NCC1OCCCN1S(=O)(=O)c1ccc(Cl)cc1 (centres undefined)	-19	-1.9	-2	5	-1.3	-1	11	-5	29
CC(C)NC(=O)N1CCOCCOCCN(C(=O)NC(C)C)CCOCCOCC1	-9	-2.5	-3	21	-2.2	-2	-2	·	-13
Cc1ccc(Cl)c(OC(=O)Cn2cnc3c2c(=O)n(C)c(=O)n3C)c1	-10	0.1	2	-6	-2.8	7	-10	4	-20
Cc1ccc(-n2nc(C(=O)NN)c(C)c(C#N)c2=O)cc1Cl	6	-3.1	1	6	-3.7	-5	-17	9	42
CC(Oc1ccc(Cl)cc1Cl)C(=O)Nc1ccc(OCC(=O)O)cc1 (centres undefined)	-5	-1.4	-3	-5	-1.7	6	-1	6	41
CCOC(=O)Nc1ccccc1C(=O)N1CCOCC1	-6	-2.7	2	-15	-2.1	6	-10	-3	-1

12 successive entries already listed:
SMILES	GPR7 antagonist	IMP-1 inhibitor	M18AAP inhibitor	NALP1 yeast inh	VIM-2 inh	IDE act	p-CIP stab down	IDE inh	PHOSPHO1 inh
O=C(Oc1ccccc1C(=S)N1CCCCC1)c1cc([N+](=O)[O-])cc([N+](=O)[O-])c1	-6	-1.9	14	-15	1.4	2	6	0	-8
COc1ccc(-n2c3c(cc(C(=O)N4CCCCC4)c2=O)C(=O)CC(C)(C)C3)cc1	-8	-5.8	-1	·	-2.9	1	-14	0	16
COC(=O)c1ccccc1NC(=S)NC(=O)C1CCCCC1	-5	0.9	3	20	-0.4	9	2	0	-8
Cc1ccc(C(=O)Nc2c3c(nn2C(C)(C)C)CS(=O)(=O)C3)cc1[N+](=O)[O-]	8	-1.0	-1	32	-2.0	2	-8	0	10
CCOC(=O)/C=C/C(=O)OCC(=O)NCc1ccccc1	-1	-5.9	-5	31	-0.4	2	8	0	11
COc1cc(N)ccc1-c1cc2ccccc2oc1=O	-12	-0.4	0	15	2.9	0	-12	-6	4
NS(=O)(=O)c1ccc(NC(=O)CSc2nc3ccccc3[nH]2)cc1	-2	-2.5	6	-4	-7.6	-4	-1	-2	23
O=C(NCCc1ccco1)C(=O)NCC1OCCCN1S(=O)(=O)c1ccc(Cl)cc1 (centres undefined)	-19	-1.9	-2	5	-1.3	-1	11	-5	29
CC(C)NC(=O)N1CCOCCOCCN(C(=O)NC(C)C)CCOCCOCC1	-9	-2.5	-3	21	-2.2	-2	-2	·	-13
Cc1ccc(Cl)c(OC(=O)Cn2cnc3c2c(=O)n(C)c(=O)n3C)c1	-10	0.1	2	-6	-2.8	7	-10	4	-20
Cc1ccc(-n2nc(C(=O)NN)c(C)c(C#N)c2=O)cc1Cl	6	-3.1	1	6	-3.7	-5	-17	9	42
CC(Oc1ccc(Cl)cc1Cl)C(=O)Nc1ccc(OCC(=O)O)cc1 (centres undefined)	-5	-1.4	-3	-5	-1.7	6	-1	6	41

(listing goes on)
SMILES	GPR7 antagonist	IMP-1 inhibitor	M18AAP inhibitor	NALP1 yeast inh	VIM-2 inh	IDE act	p-CIP stab down	IDE inh	PHOSPHO1 inh
O=C(OCC(=O)N1CCCC1)c1ccc(S(=O)(=O)Nc2ccccc2)cc1	-10	-3.7	3	-5	-4.5	-4	16	5	1
CC(=O)c1cccc(NC(=O)CSc2ccc(-c3ccco3)nn2)c1	7	-4.2	-27	1	-6.2	-3	5	2	41
Cc1cc(C)cc(N(CC(=O)N2CCC(C)CC2)S(C)(=O)=O)c1	-2	-4.5	3	18	-3.4	2	-5	-1	12
c1ccc(-c2csc(N3CCc4ccccc4C3)n2)cc1	-2	-3.1	9	12	-0.4	-1	-3	5	24
CCOCCCN(Cc1ccco1)C(=O)c1cc2c(=O)[nH]c3ccc(C)cc3c2s1	-4	-3.6	0	-30	-1.8	-9	-4	-1	-9
Cc1c(C(=O)n2cnc3ccccc32)cccc1[N+](=O)[O-]	4	-3.2	-5	-2	-2.1	1	-4	8	·
CC1CCN(c2ccc(NC(=O)Cc3ccccc3)cc2)CC1	-19	-1.7	3	7	-1.6	3	-5	2	41
COc1ccc2oc(C(=O)N(C)CCOc3ccc(Cl)cc3)c(C)c2c1	-13	-2.1	1	14	-1.8	5	0	-1	·
S=C(Nc1ccccc1)Nn1cnnc1	-6	-1.8	65*	-33	-0.9	3	-4	1	-15
Cc1ccc(S(=O)(=O)CCc2nc3ccccc3[nH]2)cc1	-1	-2.8	5	0	-2.8	2	-4	3	-8
CSc1ccc(CN2CCN(C3CCCC3)C(CCO)C2)cc1 (centres undefined)	-9	-2.7	-5	6	-1.4	7	6	4	28
COCCN(C(=S)Nc1c(C)cccc1C)C(C)c1ccco1 (centres undefined)	-4	-4.0	8	·	-4.1	2	-9	2	11
Cc1ccc(-c2nnc(-n3nc(C)cc3C)c3ccccc23)cc1	-5	-1.9	2	29	-2.3	9	0	0	-4
Cc1noc(/C=C/N(C)C)c1S(=O)(=O)N1CCCC(C(=O)NC2CCCCC2)C1 (centres undefined)	3	-0.4	-9	28	-0.7	4	5	-2	-3
CCOC(=O)CCSc1nc(-c2ccc3c(c2)OCO3)cc(C(F)(F)F)c1C#N	-18	-2.6	2	19	-2.1	3	-21	-3	18
COc1cc(/C=N\NC(=O)C2CC3C=CC2C3)ccc1O (centres undefined)	2	-1.5	4	-13	-4.6	-2	4	9	5
Cc1cc(S(=O)(=O)N(Cc2ccccc2)Cc2ccc(N(C)C)cc2)ccc1-n1cnnn1	7	-1.5	1	6	-0.6	5	0	-4	-3
COC(=O)CN(c1nc(C)cc(OC)n1)S(=O)(=O)c1ccccc1	-6	-4.5	1	2	-3.3	1	3	·	23
COc1ccc(N=Cc2c(O)[nH]c3ccccc23)cc1OC	-8	-2.1	-6	43	0.0	-1	-1	5	25
COc1ccc(C(=O)N2CCc3c([nH]c4ccccc34)C2C(F)(F)F)cc1 (centres undefined)	-16	-0.7	2	-6	-2.9	-6	1	0	56
CCOP(=O)(c1c(F)c(F)c(F)c(F)c1F)C1(O)CCCCC1 (centres undefined)	-10	-4.0	-9	1	-2.1	0	-6	-4	-42
COC(=O)c1sc2nc(C)cc(-c3ccccc3)c2c1N	-3	-3.0	0	9	1.2	4	-1	2	-9
Cc1cc(/C=C(\C#N)C(=O)OCC(=O)Nc2ccc(OC(F)F)cc2)c(C)n1CC(C)C	-1	-3.0	-10	·	-0.7	-7	2	8	-24
CCCNC(=O)c1ccc(N2CCC3(CC2)CC(c2ccc(Cl)cc2)=NO3)c([N+](=O)[O-])c1	21	-5.2	-5	9	0.2	1	-9	-2	-13
COc1cc(CN(CCc2c(C)[nH]c3ccc(C)cc23)C(=S)NC(C)(C)C)cc(OC)c1OC	9	-3.0	2	18	-2.8	2	1	1	-23
O=C(Nn1cnnc1)c1cc(Cl)cc(Cl)c1	1	0.0	47*	10	-0.9	1	-1	1	24
C=CCNC(=S)N/N=C(\C)c1cccnc1	-16	-3.9	-2	-23	-0.4	7	-5	4	-27
c1ccc2c(c1)nnn2-c1ncnc2sccc12	-3	-1.6	-6	5	-0.2	7	-22	5	4
CS(=O)(=O)N(CC(=O)N1CCCC1)Cc1ccccc1	-6	-5.1	0	6	-3.4	0	-3	-2	8
COc1cc(/C=N/NC(=O)c2cccc(C(=O)N/N=C/c3ccc(O)c(OC)c3)n2)ccc1O	-15	-3.1	-5	-2	-2.0	3	-10	·	11
COc1ccc(CNC(=O)C(CC(C)C)NC(=O)c2ccccc2C)cc1 (centres undefined)	-17	2.9	-1	13	1.0	-5	-20	-1	31
COc1cc(-c2nnc(COc3ccc4ccccc4c3)o2)cc(OC)c1OC	-10	-1.4	-12	9	-0.1	2	4	2	14
CCCCOC(=O)/C=C/c1c(C)[nH]c(=O)[nH]c1=O	-3	-5.7	-2	23	-1.0	5	-5	-3	7
C=CCn1cnc2scc(-c3ccc(OC)cc3)c2c1=O	-1	-3.3	1	7	2.0	5	-8	4	44
Cc1ccc(NC(=O)CC2Oc3ccc(C)cc3NC2=O)cc1 (centres undefined)	-8	-2.0	2	-15	1.0	4	-17	·	9
c1ccc(-c2noc(CN3CCN(C(c4ccccc4)c4ccccc4)CC3)n2)cc1	-12	-4.1	3	8	-3.0	-1	-8	4	3
O=C(c1ccc2c(c1)N(Cc1ccc(F)cc1)C(=O)CS2)N1CCOCC1	-2	-1.8	-4	-4	0.2	-4	-14	4	6
CCN(CC(=O)Nc1c(F)cccc1F)C(=O)Cc1ccccc1	-9	-2.5	2	20	-2.2	2	-1	-2	11
Cc1c(Cc2ccccc2)sc(/N=C/c2ccc3ccccc3c2)c1C(N)=O	-11	1.5	-17	21	-0.8	2	-2	8	-8
O=C(CCCN1C(=O)C(c2ccccc2)Oc2cccnc21)NCc1ccccc1F (centres undefined)	-2	-1.0	-12	6	-0.5	3	-4	1	13
O=C(c1cccc(Cl)c1)C1CCCN(C(=O)c2ccoc2)C1 (centres undefined)	-15	-1.7	-8	11	0.8	-2	-2	4	20

Bioassay records deposited in PubChem BioAssay by several laboratories.
